# Screens as filed in PubChem.
# PGC1a acetyl inh – PGC1a acetylation modulation, inhibitor mode. U2OS PGC1a acetylation, AlphaScreen anti-acetyl-lysine; with virally co-expressed GCN5 acetyltransferase. inhibition, % at 15.6 µM. 350,000 compounds, 0.17% hits. AID 651687;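 active means every replicate shows inhibition of at least 40%; inconclusive means mean inhibition at least 40% but some replicate below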;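 further: 0% = neutral control wells and 100% = positive control wells; some results beyond the cut were filed as inactive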
# Cneo AK release – causes C. neoformans cell lysis; adenylate kinase release luminescence, 4 h; normalised: neutral wells 0, clomiphene wells 100; lysis activity, % at 15 µM; 360,000 compounds, 0.2% hits;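 active means mean lysis activity across replicates of at least 80%, whatever share of replicates individually reach that level; inactive means mean lysis activity below 80%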
#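 Material – Cryptococcus neoformans yeast cells · Quantity – 5 × 10^6 yeast cells/mL · Buffer or medium – YPD medium · Compound – single dose · Timing – 4 h static compound exposure, 37 °C, read 1 h post-reagent · Signal – adenylate kinase release luminescence · Read-out basis – lysis from increased AK signal · Benchmarks – Clomiphene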
# LGR2 antag – inhibitors of bursicon-induced Drosophila LGR2 receptor cAMP signaling; HEK293 LGR2, CRE-luciferase, bursicon-stimulated, 4 h; inhibition, % at 9.99 µM; 380,000 compounds, 0.35% hits;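 active means drop in luminescence signal, shown as inhibition above about 50% in the replicate tests, limit read from the data, passing the limit was not always enough; inconclusive means probably only some replicates passing the limit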;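 further: agonist challenge used bursicon conditioned medium at about half maximal strength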
# Xi reactivation – reactivates the inactive X chromosome in mouse fibroblasts | 360,000 compounds, 0.055% hits | activation, % at 7.58 µM | XiGFP mouse fibroblasts, % GFP-positive cells imaging, 3 d; cells co-treated with 5-aza-dC sensitizer; scaled so ellipticine positive control = 100% | AID 743238;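 active means mean normalized replicate activation at least 10% and every replicate at or above 10%; inconclusive means only one of the two criteria met; inactive means mean below 10% and not all replicates reach 10%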;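 further: 0% = median of on-plate neutral control wells and 100% = ellipticine 6 µM median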
#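 System: XiGFP fibroblasts, SV40-immortalized. Medium: DMEM plus 5-aza-dC sensitizer. Doses: single point. Timing: 3 d treatment, 15 min room-temperature fixation. Control set: ellipticine 6 µM.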
# SIRT5 block – sirtuin-5 (human) deacylase inhibition. Purified SirT5, succinyl-peptide AMC, trypsin-coupled fluorescence. inhibition, % at 15 µM. 330,000 compounds, 1.1% hits; in the data active means inhibition above about 15%; inconclusive means no clear call, values can overlap the other calls
# Target sequence (Q9NXA8 whole entry, looked up): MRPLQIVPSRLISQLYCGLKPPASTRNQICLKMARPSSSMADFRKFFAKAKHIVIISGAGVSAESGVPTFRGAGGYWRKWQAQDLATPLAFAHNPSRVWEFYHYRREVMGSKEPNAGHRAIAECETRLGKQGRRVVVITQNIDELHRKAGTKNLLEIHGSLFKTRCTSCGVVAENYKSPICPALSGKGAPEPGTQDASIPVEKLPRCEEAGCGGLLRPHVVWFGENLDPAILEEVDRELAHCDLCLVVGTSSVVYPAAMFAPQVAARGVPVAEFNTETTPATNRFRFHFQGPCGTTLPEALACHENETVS
# Statin myotox sup – suppression of simvastatin myotoxicity. rescue of ATP level, % at 7.49 µM. 330,000 compounds, 0.78% hits. C2C12 myotubes + simvastatin, ATP luminescence, 48 h; scaled: DMSO 0, geranylgeraniol control 100;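 active means mean ATP rescue above about 67%, or every replicate alone reaching that limit, limit read from the data, passing the limit was not always enough; inconclusive means no clear call, values can overlap the other calls; inactive means mean under the limit and some replicate under it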;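 further: myotubes were challenged with 10 µM simvastatin during compound exposure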
# S100A4 MyoIIA – S100A4-myosin IIA interaction inhibition. 360,000 compounds, 0.14% hits. inhibition, % at 10.7 µM. S100A4/TAMRA-MyoIIA peptide fluorescence polarization. AID 652163;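 active means mean inhibition of at least 70% across replicates, with every replicate also reaching that level; inconclusive means mean inhibition reaches 70% but some replicates fall short; inactive means mean inhibition below 70%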
# Target sequence (P26447 whole entry, looked up): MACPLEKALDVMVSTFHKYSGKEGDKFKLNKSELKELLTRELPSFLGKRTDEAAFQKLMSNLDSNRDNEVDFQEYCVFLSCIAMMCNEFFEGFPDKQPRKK
#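 Material: S100A4 monomer protein / Buffer or medium: 50 mM HEPES pH 7.2, 10 mM CaCl2, 100 mM KCl / Times: 5 min incubation before reading / Benchmarks: neutral control DMSO, positive control TFP / Reagent: labelled myosin peptide probe, 5 nM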
# ERAP1 HTS inh – ERAP1 (human) enzyme inhibition; inhibition, % at 10.7 µM; 340,000 compounds, 0.15% hits; AID 652197; recombinant ERAP1, Leu-AMC fluorescence, 60 min; Q9NZ08;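 active means mean replicate inhibition of at least 30%, or all replicates individually reaching that 30% level; inactive means mean below 30% and not every replicate reaching it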;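 further: 0% = neutral control wells and 100% = L-leucinethiol positive control wells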
# * hit, by the source's call; ? = inconclusive; . = not tested or not shown. These rows are one share of the data; rates above refer to the full screens.
SMILES,PGC1a acetyl inh,Cneo AK release,LGR2 antag,Xi reactivation,SIRT5 block,Statin myotox sup,S100A4 MyoIIA,ERAP1 HTS inh
O=C(C[C@H]1CC[C@H]2[C@@H](COC[C@@H](O)CN2C(=O)Nc2cccc(F)c2)O1)NCc1ccccc1Cl,0,-3,-17,0.0,.,2,.,.
CN1C(=O)c2cc(NC(=O)c3cscn3)ccc2OC[C@@H]2O[C@@H](CC(=O)N3CCOCC3)CC[C@@H]21,9,-3,-13,0.1,-2,-6,11,-2
CC1CCN(S(=O)(=O)c2ccc(C(=O)Nc3ncccc3O)cc2)CC1,.,-7,7,-0.1,-4,-1,-15,-1
CO[C@H]1CN(C)C(=O)c2cc(NC(C)=O)ccc2OC[C@@H](C)N(Cc2ccccc2F)C[C@@H]1C,13,2,-7,0.0,4,0,6,-1
COc1cc(CNC(C)c2ccccc2)cc(Cl)c1OCC(=O)Nc1ccccc1 (stereo not drawn),-41,.,23,0.6,-6,.,-6,10
COCC(=O)Nc1ccc2c(c1)OC[C@@H](C)N(C(=O)c1ccncc1)C[C@H](C)[C@H](OC)CN(C)C2=O,-1,-1,10,0.2,0,-9,0,-1
CCOCCCNC(=O)c1ccc(CS(=O)(=O)Cc2cccc(C)c2)o1,-10,0,-12,.,-3,-4,0,0
Cc1noc(C)c1NC(=O)Nc1ccc2c(c1)C(=O)N([C@H](C)CO)C[C@H](C)[C@@H](CN(C)Cc1ccc(C(=O)O)cc1)OCCCC[C@@H](C)O2,10,-5,21,-1.2,.,24,.,.
O=C1CNC(=O)/C1=C/c1ccccc1,.,0,5,0.2,3,-8,-2,-1
COCCCNC(=O)c1ccc(C2SCC(=O)N2Cc2ccco2)cc1 (stereo not drawn),.,.,16,0.0,-1,.,-1,1
CN1[C@@H]2c3ccc(-c4cccnc4)c(=O)n3C[C@@H]2[C@@H](CO)[C@@H]1C(=O)NCC1CCCCC1,.,-1,1,0.1,-2,19,1,-5
CCOc1ccc(-c2cc(C(=O)OC)[nH]n2)cc1,4,.,-40,-0.1,-6,.,6,-3
COC(=O)c1c(-c2ccccc2)csc1NC(=O)C1CC=CCC1C(=O)O (stereo not drawn),-6,.,-3,0.0,2,.,-1,1
O=C(NCCCOc1cccc(CN2CCCCC2)c1)c1ccc(Cl)c(Cl)c1,-3,3,-13,0.1,.,-12,.,.
CCNc1ccc(S(=O)(=O)N2CCCCC2)cn1,-7,0,-3,0.0,2,-1,4,2
OCC1(CCOc2ccccc2)CCN(Cc2cn[nH]c2-c2ccccc2)CC1,.,.,1,0.0,-3,.,1,2
O=C(NCc1cccs1)c1ccc2nc([C@@H]3O[C@H](CO)[C@H](O)[C@H](O)[C@H]3O)[nH]c2c1,21,0,-17,0.0,-4,5,1,-1
COc1cccc(C(=O)C2CCCN(CC3=Cc4cc(OC)ccc4OC3)C2)c1 (stereo not drawn),.,.,0,0.1,-2,.,-7,0
O=C(Cn1nnc2ccccc21)c1ccc([N+](=O)[O-])cc1,.,.,3,6.4,.,.,0,-1
COc1ccccc1-c1ccc(=O)n(CC(=O)NCc2cccs2)n1,-5,.,-20,0.0,-2,.,0,1
C[C@H](CO)N1C[C@H](C)[C@@H](CN(C)S(=O)(=O)c2cccs2)OCCCC[C@H](C)Oc2ccc(NC(=O)Nc3ccc(C(F)(F)F)cc3)cc2C1=O,3,0,-1,0.1,9,-28,-8,0
CN1c2ccc(Br)cc2[C@H]2[C@H](CCN2C(=O)C2CCC2)[C@H]1CO,2,.,12,0.2,8,.,4,1
COc1cccc(NC(=O)COc2coc(CN3CCc4ccccc4C3)cc2=O)c1,.,0,5,0.1,-4,-2,-2,0
Cn1cnc(S(=O)(=O)N2C[C@H](O)COC[C@H]3O[C@H](CC(=O)NC4CCC4)CC[C@@H]32)c1,-29,-3,5,0.4,.,17,.,.
Cc1cnc(NC(=O)Nc2ccc(Cl)cc2)s1,.,-2,-25,0.0,0,.,-2,-1

# Pulled by compound from the entries so far (4):
SMILES,PGC1a acetyl inh,Cneo AK release,LGR2 antag,Xi reactivation,SIRT5 block,Statin myotox sup,S100A4 MyoIIA,ERAP1 HTS inh
COC(=O)c1c(-c2ccccc2)csc1NC(=O)C1CC=CCC1C(=O)O (stereo not drawn),-6,.,-3,0.0,2,.,-1,1
CN1c2ccc(Br)cc2[C@H]2[C@H](CCN2C(=O)C2CCC2)[C@H]1CO,2,.,12,0.2,8,.,4,1
CCNc1ccc(S(=O)(=O)N2CCCCC2)cn1,-7,0,-3,0.0,2,-1,4,2
O=C(C[C@H]1CC[C@H]2[C@@H](COC[C@@H](O)CN2C(=O)Nc2cccc(F)c2)O1)NCc1ccccc1Cl,0,-3,-17,0.0,.,2,.,.

# (list continues)
SMILES,PGC1a acetyl inh,Cneo AK release,LGR2 antag,Xi reactivation,SIRT5 block,Statin myotox sup,S100A4 MyoIIA,ERAP1 HTS inh
O=C(Nc1ccccc1)C1COc2ccccc2O1 (stereo not drawn),.,-1,-9,0.0,-1,10,-2,0
COCC#Cc1ccc2c(c1)O[C@@H](CN(C)Cc1ccccc1)[C@@H](C)CN([C@@H](C)CO)S2(=O)=O,-9,-1,10,3.9,-5,1,14,-1
CC(Sc1nc2ccccc2c(=O)n1CC1CCCO1)C(=O)N(C)Cc1ccccc1 (stereo not drawn),-3,2,-2,0.0,1,10,2,-3
C/C=C/c1cnc2c(c1)C(=O)N([C@@H](C)CO)C[C@@H](C)[C@H](CN(C)C(=O)C1CCOCC1)O2,9,-5,4,-0.3,-3,7,17,0
COCc1c(Br)c(C)nc2sc3c(=O)[nH]nnc3c12,1,-1,4,0.4,0,-7,-4,0
COc1cccc(C(=O)CC(=O)C(=O)Nc2cccc([N+](=O)[O-])c2C)c1,0,0,4,-0.1,-1,?,1,1
O=C(NCc1cccnc1)c1cccc(S(=O)(=O)N2CCCC2)c1,.,3,5,0.3,1,0,3,2
COc1cccc(N(C(=O)Cn2nnc(-c3ccc(C)o3)n2)C(C(=O)NC2CCCC2)c2ccncc2)c1 (stereo not drawn),.,0,-9,-0.1,1,2,1,-3
CC(=O)Nc1ccc(S(=O)(=O)Nc2ccccn2)cc1,.,.,-19,0.0,-7,.,16,-8
CN(C)CCCNc1nc(N)c([N+](=O)[O-])c(NCCO)n1,-12,1,0,0.0,0,87*,-4,0
O=C(Cn1cnc(S(=O)(=O)N2CCCC2)c1)Nc1cccc(F)c1,-6,2,-6,0.0,-3,-2,2,1
COc1cc(/C=N/NC(=O)c2nnn(-c3nonc3N)c2C)ccc1OCc1ccc(Cl)cc1,6,-2,-34,0.4,.,-38,-1,0
CC(=O)Nc1ccc(S(=O)(=O)NC2(C(F)(F)F)NC(=O)N(CC(C)C)C2=O)cc1 (stereo not drawn),-2,.,-23,0.0,-2,.,-6,0
CC(CCc1ccccc1)NC(=O)C(=O)c1c[nH]c2ccccc12 (stereo not drawn),.,-1,-12,0.3,-7,35,-4,3
CCOc1ccc2oc(C(=O)NCc3nc4ccccc4[nH]3)c(C)c2c1,.,0,-16,0.1,2,-33,-4,-2
O=C(Nc1ccc(S(=O)(=O)NCC2CCCO2)cc1)c1ccccc1 (stereo not drawn),-12,-1,-3,0.0,1,-4,1,-2
COc1ccccc1C1/C(=C(\O)c2ccc3c(c2)OCCO3)C(=O)C(=O)N1CCCn1ccnc1 (stereo not drawn),5,-1,-5,0.0,4,-15,-1,3
COc1cccc(CNC(=O)CN2C(=O)CC(c3ccccc3)=Nc3ccccc32)c1,4,0,4,0.0,6,11,0,-6
O=C1C(Cl)=C(NCc2ccco2)C(=O)c2ccccc21,.,.,-67,0.5,-7,.,3,5
CC(C)NC(=O)C1(C)CCCN1C/C=C/c1ccccc1 (stereo not drawn),.,-4,18,0.1,0,-1,1,-6
C[C@@H]1CN([C@H](C)CO)C(=O)c2cccc(NS(=O)(=O)c3ccc(Cl)cc3)c2O[C@H]1CN(C)C(=O)Nc1ccc(F)cc1,11,.,1,0.0,.,-11,.,.
CC(C)c1ccc(NC2CCCN(C(=O)c3cccc(N4CCNC4=O)c3)C2)cc1 (stereo not drawn),-18,-2,-13,0.2,-10,-9,1,0
C[C@@]12CCC=C[C@H]1[C@H](c1ccc3ccccc3c1Br)N(Cc1ccccc1)C2=O,-6,1,5,0.0,.,78*,0,-2
FC(F)(F)c1cnc(COc2ccc(Cl)cc2Cl)c(Cl)c1,-1,.,.,0.4,-2,.,1,3
CCC(=O)N1CCc2cc(S(=O)(=O)N3CCN(c4ccccc4Cl)CC3)ccc21,5,4,4,0.0,-1,-6,-7,3

# Ordered by value in ERAP1 HTS inh (rising): 5 from the list above
SMILES	PGC1a acetyl inh	LGR2 antag	SIRT5 block	S100A4 MyoIIA	ERAP1 HTS inh
CC(C)NC(=O)C1(C)CCCN1C/C=C/c1ccccc1 (stereo not drawn)	.	18	0	1	-6
COc1cccc(N(C(=O)Cn2nnc(-c3ccc(C)o3)n2)C(C(=O)NC2CCCC2)c2ccncc2)c1 (stereo not drawn)	.	-9	1	1	-3
COc1cc(/C=N/NC(=O)c2nnn(-c3nonc3N)c2C)ccc1OCc1ccc(Cl)cc1	6	-34	.	-1	0
COc1cccc(C(=O)CC(=O)C(=O)Nc2cccc([N+](=O)[O-])c2C)c1	0	4	-1	1	1
CCC(=O)N1CCc2cc(S(=O)(=O)N3CCN(c4ccccc4Cl)CC3)ccc21	5	4	-1	-7	3

# (listing goes on)
SMILES,PGC1a acetyl inh,Cneo AK release,LGR2 antag,Xi reactivation,SIRT5 block,Statin myotox sup,S100A4 MyoIIA,ERAP1 HTS inh
CO[C@@H]1CN(C)C(=O)c2cc(NS(=O)(=O)c3ccccc3C)ccc2OC[C@@H](C)N(C)C[C@H]1C,-2,-1,-17,0.3,-2,-5,6,3
Cc1ccc(C(=O)NNC(=O)c2ccc(NS(=O)(=O)c3cccs3)cc2)o1,13,-2,-2,-0.2,3,1,-27,1
Cc1ccc(S(=O)(=O)N(C(=N)N)c2nc(N(C)C)nc(N(C)C)n2)cc1,.,.,-2,0.0,-3,.,1,3
CO[C@H]1CN(C)C(=O)c2ccc(NC(=O)C3CCOCC3)cc2OC[C@H](C)NC[C@H]1C,5,-1,-8,0.0,-5,-1,-14,0
Cc1ccc(NC(=O)CSc2nnc3ccc(-c4cccnc4)nn23)cc1,.,.,-12,0.5,-2,.,2,1
COc1ccc([N+](=O)[O-])cc1NCC(=O)Nc1cc(S(=O)(=O)N2CCCCC2)ccc1C,8,-1,-8,0.4,-3,-1,-3,-4
CC=Cc1ccc2n(c1=O)C[C@H]1[C@H](CO)[C@@H](C(=O)NCCCN(C)C)N(Cc3cocn3)[C@@H]21 (mixture of isomers),.,3,21,0.0,-3,-4,8,0
